# KB-V1 MDR tox = kills drug-selected multidrug resistant KB-V1 cells. 400,000 compounds, 3.4% hits. Potency, µM (doses to about 46.1 µM), without a hit: at the top dose activity change, negative = cytotoxicity, usual class: cytotoxic. KB-V1 MDR cells viability, CellTiter-Glo, 72 h; also: potency is read from the fitted curve at half-maximal effect; % is scaled to controls: 0 for no effect and ±100 for the full control effect; nearly all actives have a fitted effect of over 60% in size
#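 Cells of the MDR subline KB-V1 are plated, dosed with compound at multiple concentrations, and incubated 72 h at 37 degrees C; CellTiter-Glo is then added and luminescence read after 10 min.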
# HT1080-NT tox = kills 2HG-producing HT-1080-NT fibrosarcoma cells; HT-1080-NT fibrosarcoma viability, CellTiter-Glo ATP luminescence, 48 h; AID 686970; Potency, µM (series often up to 46.1 µM), without a hit: at the highest dose activity, negative = less viability, hits mostly cytotoxic; 360,000 compounds, 1.6% hits;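 also: NT is the 2HG producing partner of a matched IDH1 knockdown line; potency is read from the fitted curve at half-maximal effect; 0% = DMSO-treated cells and -100% = media-only wells without cells; nearly all actives have a fitted effect of over 55% in size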
#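 Fibrosarcoma NT cells, 750 per well in 5% FBS RPMI, were exposed to compound for 48 hours. Viability: CellTiter-Glo luminescence.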
# MCF10A rerep = induces DNA re-replication in MCF 10a normal breast cells; MCF 10A DNA re-replication, Hoechst nuclear intensity, 48 h; Potency, µM (doses to about 46.1 µM), for inactives: at the highest dose activity, positive = re-replication, most hits filed as activators; 350,000 compounds, 2.9% hits; AID 624296; also: potency is read from the fitted curve at half-maximal effect; % of control where 0% means no effect; nearly all actives have a fitted effect of over 50% in size
# HT1080 IDH1KD tx = kills HT-1080 cells with IDH1 knockdown | HT-1080 IDH1 knockdown viability, ATP luminescence, 48 h | Potency, µM (doses to about 46.1 µM), for the others: top-dose activity, negative = toxicity, usual class: cytotoxic | 360,000 compounds, 2% hits;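 also: potency is read from the fitted curve at half-maximal effect; 0% = DMSO wells and -100% = cell-free medium wells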
#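 CellTiter-Glo luminescence after 48 h compound exposure at 37 degrees C of IDH1-knockdown HT-1080 cells in 5% FBS RPMI. %Activity scaled between DMSO wells and cell-free media wells, with curves fitted and assigned curve classes.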
# SW480 rereplic = induces DNA re-replication in SW480 colon adenocarcinoma cells | SW480 DNA re-replication, Hoechst DNA content imaging, 48 h | Potency, µM (top dose mostly 46.1 µM), for the others: at the top dose re-replication activation, most hits filed as activators | 340,000 compounds, 1.8% hits | AID 624297; also: potency is read from the fitted curve at half-maximal effect; % of control where 0% means no effect; nearly all actives have a fitted effect of over 55% in size
#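 Per well, 250 cells were exposed to pinned compound for 48 hr. Nuclear DNA was visualised with Hoechst (40 min, 37 C) and total object intensity recorded by fluorescence scanning.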
# KB-3-1 cytotox = kills parental KB-3-1 adenocarcinoma cells | KB-3-1 viability, CellTiter-Glo ATP luminescence, 72 h | Potency, µM (top dose mostly 46.1 µM), without a hit: at the top dose activity change, negative = cytotoxic, usual class: cytotoxic | 400,000 compounds, 1.4% hits | AID 1347075; also: potency is read from the fitted curve at half-maximal effect; % is scaled to controls: 0 for no effect and ±100 for the full control effect; nearly all actives have a fitted effect of over 60% in size
#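 Screening of KB-3-1 cells (DMEM, 10% FBS, phenol-red free) ran from lowest to highest compound concentration; after 72 h at 37 °C viability was read luminescently and curves fitted.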
# IL-1B inflam inh = inflammasome signaling inhibition, IL-1 beta readout | THP-1 LPS/ATP IL-1B secretion, AlphaLISA, 16 h; stronger effect = lower value | activity change, % at 57.5 µM | 360,000 compounds, 4.7% hits | AID 743279; in the data active = activity change below about -50%; inconclusive = mostly about -30% to -49%; also: % is scaled to controls: 0 for no effect and ±100 for the full control effect
#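 THP-1 cells pretreated 1 hr with compounds (up to 57.5 uM final), then stimulated with LPS (250 ng/mL final) plus ATP (1.25 mM final); secreted IL-1B measured by AlphaLISA after 16 hr, decreased signal indicating inhibition.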
# D3 ag = D3 dopamine receptor (human) agonism; P35462; D3R DiscoveRx beta-arrestin cells, luminescence, 90 min; max activation, %; 410,000 compounds, 0.58% hits; in the data active = max activation above about 30%; also: 0% is about no effect; mostly tested at two doses, the higher about 12 µM
# Target sequence (P35462 whole entry, looked up): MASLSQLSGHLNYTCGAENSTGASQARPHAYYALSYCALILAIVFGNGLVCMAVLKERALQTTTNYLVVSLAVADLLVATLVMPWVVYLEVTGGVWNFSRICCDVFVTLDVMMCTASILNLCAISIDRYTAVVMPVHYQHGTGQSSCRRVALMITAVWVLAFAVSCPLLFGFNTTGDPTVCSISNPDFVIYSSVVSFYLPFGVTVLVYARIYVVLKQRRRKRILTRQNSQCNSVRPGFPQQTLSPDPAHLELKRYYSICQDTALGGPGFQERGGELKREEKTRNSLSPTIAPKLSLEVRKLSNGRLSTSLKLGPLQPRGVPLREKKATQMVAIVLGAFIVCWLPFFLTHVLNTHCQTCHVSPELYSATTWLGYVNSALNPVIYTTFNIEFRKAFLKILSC
#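 Cells at 1500/well, incubated overnight, then treated with pinned compounds (dopamine as control) for 90 min at 37 degrees C. DiscoveRx reagent added for 30 - 60 minutes at room temperature; luminescence read.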
# HEK293 tox = cytotoxic in the GLP-1 receptor inverse agonist counter-screen | Potency, µM (highest dose often 38.3 µM), without a hit: at the highest dose activity change, negative = inhibition, most hits filed as inhibitors | HEK293 cAMP-luciferase reporter cells, luminescence, 24 h | 410,000 compounds, 0.13% hits;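 also: loss of luciferase light is scored as toxicity; potency is read from the fitted curve at half-maximal effect; % is scaled to controls: 0 for no effect and ±100 for the full control effect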
#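 MLSMR compounds, 24 hr on cells at 37 deg C/5% CO2; luminescence after luciferase reagent (12 min RT). Inhibition counted as the undesired cytotoxic outcome.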
# * = called active by the depositor; ? = inconclusive; . = no result given; [ ] = remark or other dose. Unless noted, calls follow the shape of the dose curve; as a rule, active = well fitted curve in the direction sought with a large enough effect; inconclusive = small, poorly fitted or top-dose-only effect, or another doubt; inactive = no such curve, though single readings can be large; an effect the other way counts as inactive or inconclusive.
SMILES,KB-V1 MDR tox,HT1080-NT tox,MCF10A rerep,HT1080 IDH1KD tx,SW480 rereplic,KB-3-1 cytotox,IL-1B inflam inh,D3 ag,HEK293 tox
Cc1c(NC(=O)c2nc3ccccc3nc2N2CCCCC2)cccc1[N+](=O)[O-],12%,.,.,.,.,-5%,.,6,4%
CC(C)(C)c1cc(S(=O)(=O)CCc2ccncc2)cc(C(C)(C)C)c1F,-17%,4%,4%,1%,-3%,-4%,8,13,4%
O=C(NCc1cccnc1)c1cc(Sc2cccc(Cl)c2)nc2ccccc12,16µM*,-15%,?,0%,1%,?,-81*,4,-3%
N#C/C(=C\c1ccc(-c2ccc(F)cc2F)o1)c1nc2ccccc2[nH]1,?,.,.,.,.,-9%,.,8,68%[activator]
Cc1ccccc1C(=O)NC1CCCCCCC1,9%,-3%,5%,0%,-40%[inhibitor],-3%,2,5,-2%
CC(=O)C(C)Oc1ccc2c3c(c(=O)oc2c1C)CCCC3 (stereo not drawn),0%,-12%,?,-14%,8%,?,-17,1,-11%
Cn1c(CN2CCCCC2)nc2cc(NS(=O)(=O)c3ccc(F)cc3)ccc21,-6%,4%,-24%,6%,4%,-4%,-2,-33,9%
Cc1ccc(NC(=O)Cn2nnc(C(=O)NCc3ccc4c(c3)OCO4)c2N)cc1,?,-9%,0%,-21%,-5%,?,14,-2,5%
COc1cc(C)nc(Oc2ccc(OCCOc3ccc(C)cc3)nn2)n1,-18%,0%,3%,5%,4%,10%,17,1,-10%
Cc1cccc(C2(c3cccc(C)c3)CC2C(=O)Nc2ccc([N+](=O)[O-])cc2O)c1 (stereo not drawn),4.6µM*,?,?,?,?,21µM*,-98*,-10,?
COc1cc(NC(=O)Cc2cccs2)ccc1-n1cnnn1,6%,16%,?,16%,1%,8%,-11,-3,-4%
CC1S/C(=N\N=C\c2cccc([N+](=O)[O-])c2)N(C(C)(C)C)C1=O (stereo not drawn),?,?,?,?,1%,-9%,32,-9,0%
CC(C)CC(=O)N1CCN(Cc2ccc3c(c2)OCO3)CC1,-17%,-3%,1%,10%,0%,-11%,-15,1,0%
CCOC(=O)c1c(-c2ccccc2)csc1NC(=O)c1cc(S(=O)(=O)N2CCOCC2)ccc1C,-24%,-1%,1%,3%,0%,-2%,-7,1,25%
Cn1c2c(c(=O)n(C)c1=O)C1c3ccccc3OCC1C(C)(C)O2 (stereo not drawn),24%,1%,0%,9%,-10%,10%,-7,-2,-1%
COc1ccc(/C(C)=N/NC(=O)c2nnn(-c3nonc3N)c2-c2cccs2)cc1OC,2%,0%,-2%,11%,?,11%,10,4,3%
COc1ccc(CC(=O)Nc2cccc(SC)c2)cc1OC,15µM*,-21%,-1%,-1%,-3%,?,9,4,-3%
C=CCc1ccc(OCCn2cncn2)c(OC)c1,23%,11%,0%,0%,-4%,1%,-1,0,5%
NC(=O)CC(NC(=O)Cc1cccc2ccccc12)c1ccc(NC2CCCC2)c([N+](=O)[O-])c1 (stereo not drawn),0%,16%,0%,17%,1%,0%,12,-6,11%
COC(=O)Cc1nnc(NC(=O)c2ccccc2)s1,1%,0%,-7%,-4%,-5%,-4%,-14,-6,0%
CCOC(=O)c1cc(CC)sc1NC(=O)c1cc([N+](=O)[O-])ccc1N1CCOCC1,-9%,?,?,?,2.3µM*,1µM*,72,6,-25%
Cc1nc2ccccc2c(=O)[nH]1,3%,7%,-3%,5%,-3%,10%,32,3,-5%
COCCN(C(=O)CCC(=O)Nc1cc(C)on1)C(C(=O)NC(C)(C)C)c1ccc(OC)cc1 (stereo not drawn),-13%,13%,-2%,21%,0%,11%,9,-16,13%
Cc1ccc2nc(N3CCC(C(=O)NCc4ccc(F)cc4)CC3)[nH]c2c1,19%,.,.,.,.,6%,.,-7,-15%
CCOc1ccc(CCNC(=O)COC(=O)/C=C/c2ccc(OCC#N)c(OC)c2)cc1OCC,14%,13%,2%,6%,1%,3%,8,-20,6%
CN1CCN(c2oc(-c3ccccc3)nc2S(=O)(=O)c2ccccc2)CC1,6%,15%,-11%,4%,-2%,-2%,4,1,-11%
C=CCN1C(=O)[C@@H]2Cc3c([nH]c4ccccc34)C(c3cc(OC)c(OC)c(OC)c3)N2C1=S (stereo partly drawn),-32%,?,-13%,?,13%,0%,-17,2,149%[activator]
O=C(CC12CC3CC(CC(C3)C1)C2)Nc1nncs1,27%,-28%,20%,?,4%,-1%,?,-3,1%
CCOC(=O)C1=CCN(S(=O)(=O)c2ccccc2Br)C1c1cccc(C)c1 (stereo not drawn),-5%,-25%,.,-27%,.,0%,37,0,5%
COc1cccc(Cn2c(=O)n(-c3ccc(Br)cc3F)c(=O)c3sc4ccccc4c32)c1,-4%,.,.,.,.,-1%,.,2,-2%
COc1cccc(N2CCN(C3CC(=O)N(c4ccc(Cl)c(Cl)c4)C3=O)CC2)c1 (stereo not drawn),-5%,-11%,7%,-14%,-7%,12%,8,10,-19%
COc1cccc(OCC(O)CNC(=O)c2oc3c(C)c(C)ccc3c2C)c1 (stereo not drawn),-22%,-21%,20%,-20%,0%,-2%,?,7,-1%
Cc1oc(-c2ccccc2F)nc1CSCC(=O)N1CCN(c2ccccc2)CC1,?,.,.,.,.,?,.,6,0%
CC(=O)Nc1ccc(-c2cn3cc(C)ccc3n2)cc1,16µM*,1%,2%,7%,2%,2%,-19,-10,34%
CC(/C=C/c1ccccc1)=N\NC(=O)c1ccncc1,7%,9%,-3%,?,-6%,4%,-6,-4,-7%
COc1cccc(C2/C(=C(\O)c3ccc4c(c3)OCCO4)C(=O)C(=O)N2CCN(C)C)c1 (stereo not drawn),-1%,11%,0%,10%,9%,12%,9,5,4%
Cc1ccc(S(=O)(=O)N(C)C)cc1NC(=O)CN1c2cccc3cccc(c23)S1(=O)=O,?,-7%,2%,-2%,-3%,-1%,13,1,2%
CCN(CC)C(=O)c1ccc2c(c1)N(Cc1c(F)cccc1Cl)C(=O)c1ccccc1S2,-26%,.,.,.,.,-14%,.,6,-6%
CN1C(=O)C(O)(CC(=O)c2ccccc2O)c2cc(Br)ccc21 (stereo not drawn),?,16µM*,?,0%,?,?,50,-15,-20%
O=C(Nc1ccc(S(=O)(=O)Nc2ccccn2)cc1)c1ccc(Cl)cc1Cl,-14%,-28%,3%,-4%,-27%,-17%,40,6,-16%
Cc1ccc(Cl)cc1N1CCN(CCNC(=O)Nc2ccccc2Cl)CC1,3%,.,.,.,.,-23%,.,-25,-6%
COc1cccc(C(=O)C2CCCN(C(=O)CCc3scnc3C)C2)c1 (stereo not drawn),?,0%,5%,-1%,-7%,3%,40,2,14%
COC(=O)c1ccc2nc(-c3ccccc3)c(Cc3cccc(F)c3)n2c1,?,2%,.,-1%,.,-28%,18,7,0%
COc1ccc(OC)c(/C=N/NC(=O)c2ccc(Cn3cc([N+](=O)[O-])cn3)o2)c1,4%,4%,0%,-2%,?,?,7,3,9%
CSc1ccc(/C=N/N(C)S(=O)(=O)c2ccc(C)cc2)cc1,-27%,2%,6%,1%,-3%,-1%,-15,-8,-4%
Cc1ccc(S(=O)(=O)NNC(=O)c2snnc2C)cc1,9%,13%,0%,11%,-7%,0%,14,0,-13%
COc1ccc(NC(=O)C2CC(=O)N(c3ccccc3C)C2)c(OC)c1 (stereo not drawn),-6%,16%,-1%,8%,-2%,12%,-3,0,20%
Cc1cc(C)c2nc(N3CCC(C(=O)NCCN4CCOCC4)CC3)sc2c1,-8%,0%,6%,-5%,17%,0%,-6,-5,-2%
O=C(COc1ccc(-c2ccccc2)cc1)NNC(=O)Nc1ccc(F)cc1F,.,-7%,1%,8%,-5%,.,-3,2,0%
O=C(CSc1n[nH]c(=O)[nH]c1=O)N/N=C/c1ccccc1O,7%,19%,-1%,15%,2%,5%,11,3,-2%
# (next part)
SMILES,KB-V1 MDR tox,HT1080-NT tox,MCF10A rerep,HT1080 IDH1KD tx,SW480 rereplic,KB-3-1 cytotox,IL-1B inflam inh,D3 ag,HEK293 tox
O=C(N/N=C/c1ccccc1Br)C1CC1,3%,23%,-1%,2%,-13%,-4%,-1,-5,8%
CC1(c2ccccc2)NC(=O)N(NC(=O)COC(=O)c2cc(Br)ccc2O)C1=O (stereo not drawn),7%,-8%,7%,-9%,-3%,-3%,-1,-4,-13%
O=C(NCCCn1ccnc1)Nc1ccc(Cl)cc1,5%,2%,10%,8%,-6%,0%,-8,-26,3%
CC(C)(C)N1C(=O)c2ccc(C(=O)O)cc2C1=O,?,4%,-1%,-2%,-3%[9.22 µM],17%,27,0,-14%
Cc1ccc(OCCOC(=O)Nc2ccccc2)cc1,?,-7%,3%,0%,-2%,-3%,0,-6,2%
N#Cc1c(C(F)(F)F)cc(=O)[nH]c1SCC(=O)O,0%,-3%,2%,0%,-4%,7%,-5,2,6%
OCCC1CN(Cc2cccc(-c3ccco3)c2)CCN1Cc1ccsc1 (stereo not drawn),-5%,-9%,16%,1%,?,3%,-20,-10,4%

# Entries of single compounds, quoted from the list. Values in the order: KB-V1 MDR tox	HT1080-NT tox	MCF10A rerep	HT1080 IDH1KD tx	SW480 rereplic	KB-3-1 cytotox	IL-1B inflam inh	D3 ag	HEK293 tox
# CC1(c2ccccc2)NC(=O)N(NC(=O)COC(=O)c2cc(Br)ccc2O)C1=O (stereo not drawn) as listed: 7%	-8%	7%	-9%	-3%	-3%	-1	-4	-13%
# CC(C)(C)N1C(=O)c2ccc(C(=O)O)cc2C1=O as listed: ?	4%	-1%	-2%	-3%[9.22 µM]	17%	27	0	-14%
# O=C(N/N=C/c1ccccc1Br)C1CC1 as listed: 3%	23%	-1%	2%	-13%	-4%	-1	-5	8%
# OCCC1CN(Cc2cccc(-c3ccco3)c2)CCN1Cc1ccsc1 (stereo not drawn) as listed: -5%	-9%	16%	1%	?	3%	-20	-10	4%
# O=C(NCCCn1ccnc1)Nc1ccc(Cl)cc1 as listed: 5%	2%	10%	8%	-6%	0%	-8	-26	3%

# Screening results as filed in PubChem.
